mIAP block: inhibitors of mouse IAP, primary screen, biochemical, luminescence, uHTS | purified mouse IAP, CDP-Star luminescence, 30 min | inhibition, % at 10 µM | actives 0.2% (n = 330,000);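 active means inhibition of at least 40% at 10 µM in the primary screen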;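 further: plate controls were DMSO with enzyme for no effect and no enzyme wells for full effect; values of inactives mirror those of a sister screen read the other way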
tim10-1 inh: growth inhibitors of tim10-1 mutant yeast, primary screen, luminescence, uHTS | actives 2.2% (n = 330,000) | S. cerevisiae tim10-1 ts strain growth, BacTiter-Glo, 24 h | AID 463190, 2010 | inhibition, % at 20 µM;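 active means inhibition of at least 40%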;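 further: mutant grown at 25 °C; 0% = DMSO wells with yeast and 100% = wells holding no yeast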
TIM10 inh: growth inhibitors of isogenic TIM10 control yeast, primary screen, counter-screen for tim10-1 yeast inhibitor project, luminescence, uHTS; S. cerevisiae TIM10 strain growth, BacTiter-Glo luminescence, 24 h; inhibition, % at 10 µM; actives 1.4% (n = 330,000); AID 463195, 2010;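 active means inhibition of 40% or more at the single tested concentration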;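 further: wild-type TIM10 isogenic control strain grown at permissive 25 °C; 0% = DMSO yeast wells and 100% = minimal medium wells without yeast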
hIAP activ: human IAP activators, primary screen, biochemical, luminescence, uHTS; Intestinal-type alkaline phosphatase (Homo sapiens), P09923; actives 0.16% (n = 330,000); activation factor at 10 µM; purified human IAP, CDP-Star luminescence, 30 min; hits give high values; 1 = vehicle-only enzyme, 0 = enzyme-free background;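 active means activation factor of the enzyme at least 2-fold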; further: the source names both 10 and 20 µM as test concentration; values of inactives mirror those of a sister screen read the other way
NALP3 yeast inh: NALP3 inflammasome inhibitors in reconstituted yeast, primary screen, luminescence, uHTS | AID 2825, 2010 | actives 0.39% (n = 330,000) | inhibition, % at 10 µM | Yeast reconstituted NLRP3/ASC/caspase-1, beta-gal luminescence, 24 h;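 active means inhibition of 50% or more; inactive means inhibition below 50%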;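 further: plate controls were induced DMSO wells for no effect and uninduced yeast grown without galactose for full effect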
ATG4B inh: ATG4B protease inhibitors, primary screen, biochemical, fluorescence, uHTS; ATG4B cleavage of LC3-PLA2, NBD-HPC fluorescence, 1 h; inhibition, % at 8.33 µM; actives 0.51% (n = 340,000); AID 504462, 2011; Cysteine protease ATG4B (Homo sapiens), Q9Y4P1; in the data active means inhibition above about 40%
Apaf1 inhib: inhibitors of human Apaf-1 apoptosome, primary screen, biochemical, DEVD-Rh110 fluorescence, uHTS | AID 489030, 2010 | reconstituted apoptosome caspase-3 activity | actives 0.71% (n = 330,000) | inhibition, % at 20 µM | Apoptotic protease-activating factor 1 (Homo sapiens), O14727; active means inhibition of at least 40% at 20 µM;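 further: plate controls were DMSO wells for no effect and DEVD-CHO caspase inhibitor wells for full effect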
Target sequence (O14727 whole entry, looked up): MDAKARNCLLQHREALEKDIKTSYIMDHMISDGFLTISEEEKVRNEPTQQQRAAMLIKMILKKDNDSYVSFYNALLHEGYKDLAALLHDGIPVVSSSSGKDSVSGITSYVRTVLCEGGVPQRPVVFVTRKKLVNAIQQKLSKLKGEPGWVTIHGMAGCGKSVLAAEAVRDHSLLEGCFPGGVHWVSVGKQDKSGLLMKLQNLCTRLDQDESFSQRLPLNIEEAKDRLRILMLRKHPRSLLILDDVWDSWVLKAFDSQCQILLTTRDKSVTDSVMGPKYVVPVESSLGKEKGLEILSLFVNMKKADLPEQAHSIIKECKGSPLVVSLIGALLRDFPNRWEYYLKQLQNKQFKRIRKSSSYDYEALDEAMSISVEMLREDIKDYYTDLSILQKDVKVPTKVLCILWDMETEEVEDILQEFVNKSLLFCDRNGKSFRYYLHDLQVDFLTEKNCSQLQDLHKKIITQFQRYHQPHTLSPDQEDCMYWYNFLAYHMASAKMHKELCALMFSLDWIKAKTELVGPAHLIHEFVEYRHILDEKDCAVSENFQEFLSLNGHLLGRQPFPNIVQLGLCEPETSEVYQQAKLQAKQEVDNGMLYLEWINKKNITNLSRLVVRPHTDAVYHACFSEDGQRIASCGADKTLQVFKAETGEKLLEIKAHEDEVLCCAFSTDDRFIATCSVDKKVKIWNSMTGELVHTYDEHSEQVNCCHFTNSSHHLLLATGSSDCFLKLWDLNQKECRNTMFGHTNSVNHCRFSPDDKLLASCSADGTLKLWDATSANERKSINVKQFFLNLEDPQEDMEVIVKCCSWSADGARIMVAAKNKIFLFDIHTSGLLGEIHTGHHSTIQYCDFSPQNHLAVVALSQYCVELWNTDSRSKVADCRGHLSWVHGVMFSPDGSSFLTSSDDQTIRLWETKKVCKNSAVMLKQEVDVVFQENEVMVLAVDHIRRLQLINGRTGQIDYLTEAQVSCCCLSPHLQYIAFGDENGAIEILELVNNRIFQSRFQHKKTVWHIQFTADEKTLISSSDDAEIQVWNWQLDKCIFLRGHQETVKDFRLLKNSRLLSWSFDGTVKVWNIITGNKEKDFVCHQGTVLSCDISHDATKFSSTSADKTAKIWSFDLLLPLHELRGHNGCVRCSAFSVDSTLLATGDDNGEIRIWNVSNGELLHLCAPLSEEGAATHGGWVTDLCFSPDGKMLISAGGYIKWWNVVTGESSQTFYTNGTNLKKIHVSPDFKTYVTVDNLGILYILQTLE
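System: Apoptosome proteins | Medium: Hepes pH 7.5 with detergent and BSA | Also added: Cytochrome c trigger plus (Z-DEVD)2-Rh110 caspase-3 substrate | Incubation: 30 min compound preincubation, 50 min activation, room temperature | Detection: Rhodamine 110 fluorescence at Ex 480/Em 540 nm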
mIAP activ: activators of mouse IAP, primary screen, biochemical, luminescence, uHTS. actives 0.24% (n = 330,000). AID 2805, 2010. activation factor at 10 µM. intestinal alkaline phosphatase [Mus musculus]. muIAP, CDP-Star luminescence, 30 min; hits give high values; 1 = vehicle-only enzyme signal, 0 = enzyme-free wells;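 active means activation factor of at least 2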; further: the source names both 10 and 20 µM as test concentration; values of inactives mirror those of a sister screen read the other way
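System: mouse IAP enzyme. Reagent: CDP-Star chemiluminescent phosphatase substrate. Benchmarks: DMSO wells, no-enzyme wells. Times: 30 min enzyme-substrate-compound incubation at room temperature. Detection: luminescence from enzymatic CDP-Star hydrolysis. Doses: test compounds delivered from DMSO solution.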
hIAP inh: human IAP inhibitors, primary screen, biochemical, luminescence, uHTS | AID 2544, 2010 | actives 0.12% (n = 330,000) | purified IAP, CDP-Star luminescence, 30 min | Intestinal-type alkaline phosphatase (Homo sapiens), P09923 | inhibition, % at 10 µM;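 active means inhibition reaching a set limit with compound at 10 µM in the primary screen, cut at about 35% in these data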;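 further: plate controls were DMSO wells with enzyme for no effect and no-enzyme buffer wells for full effect; values of inactives mirror those of a sister screen read the other way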
* hit, by the source's call.

SMILES	Apaf1 inhib	tim10-1 inh	mIAP activ	hIAP inh	ATG4B inh	hIAP activ	mIAP block	TIM10 inh	NALP3 yeast inh
CC1CCN(CC(=O)N2c3ccccc3CC2C)CC1 (centres undefined)	1	3	0.98	1	-4	0.99	2	-7	6
COC(=O)COc1cccc(-n2cnnn2)c1	-5	14	0.97	0	-1	1	3	0	12
COc1ccc(CN2CC(=O)N(c3ccc(C)cc3)C2=S)cc1OC	5	26	0.91	6	10	0.94	9	4	4
Cn1c(COc2ccc(Cl)cc2Cl)nnc1SCC(=O)NCC1CCCO1 (centres undefined)	8	23	1	-16	12	1.2	-1	-4	3
Cc1oc2cc3oc(=O)c(CCC(=O)NCCCN4CCCC4=O)c(C)c3cc2c1C	10	6	0.88	0	-4	1	12	-5	10
Cc1cc(C)c(C)c(S(=O)(=O)NCc2ccc(C(=O)N3CCCC3)cc2)c1C	1	13	0.96	-24	-1	1.2	4	8	14
CCOC(=O)c1cn(CC(=O)Nc2ccc3c(c2)OCCO3)nn1	-8	0	0.9	0	-2	1	10	-11	0
CCc1ccc(OCC(=O)NC(C)C)cc1	-20	13	1.1	-18	-8	1.2	-9	-4	4
O=Cc1ccc(-c2cccc([N+](=O)[O-])c2)o1	2	8	1	16	0	0.84	-2	10	16
O=C(COC(=O)c1ccc(Br)cc1)Nc1cccnc1Cl	2	-3	1.1	8	-2	0.92	-6	4	0
CC1(C)Cc2noc(N)c2C(C)(C)N1OC(=O)c1scc2c1OCCO2	14	15	1.1	-2	-5	1	-7	-5	-5
O=[N+]([O-])c1ccc(CCn2ccnc2)cc1	-3	-16	1	5	5	0.95	0	-15	16
Cn1c(CCN2CCCC2)nc2cc(NS(=O)(=O)c3ccc(Cl)cc3)ccc21	13	18	1	-26	-12	1.3	-2	9	5
COC(=O)c1ccc(NC(=O)c2ccc(CN3CCOCC3)cc2)cc1	-1	-9	0.96	-3	6	1	4	-28	-10
Cc1cccc(CC(=O)N2CCC(N3CCC(C(=O)N4CCOCC4)CC3)CC2)c1	2	12	1	-14	-2	1.1	-3	9	2
O=C(CSCc1ccc(F)cc1)N1CCN(c2ccccc2)CC1	10	30	1.1	-5	3	1.1	-11	2	20
O=C1C2C3C=CC(C3)C2C(=O)N1c1ccncc1 (centres undefined)	2	15	1.1	-2	-4	1	-13	-3	2
COc1ccc(-c2cc3c(=O)n(CC(=O)NCCCN4CCC(Cc5ccccc5)CC4)ncn3n2)cc1	15	39	0.96	-13	-7	1.1	4	-93	0
COc1ccc(/C(C)=N/NC(=O)c2cccc(S(=O)(=O)N3CCCC3)c2)c(O)c1	11	18	0.84	-30	3	1.3	16	8	16
Cc1cc(C)n2c(nc3ccccc32)c1C(=O)NN	-2	19	1.1	2	0	0.98	-5	9	0
NC(=O)c1cc(Cl)ccc1OCC(=O)NC1CC1	7	-10	1.1	-21	3	1.2	-10	-2	8
O=C1CC(N2CCN(c3nc4ccccc4s3)CC2)C(=O)N1c1ccc(F)cc1 (centres undefined)	4	8	1.1	-17	-11	1.2	-5	7	16
Cn1cc(C(F)(F)F)nc1-c1ccc(OCC(O)CNCCOc2ccc(O)c(C(N)=O)c2)cc1 (centres undefined)	4	1	0.91	9	-12	0.91	9	3	6
CO/N=C/NC(=O)c1c(OC)ccnc1Oc1cccc(C(F)(F)F)c1	-5	16	0.96	3	1	0.97	4	7	5
CN1CCN(NC(=O)Nc2ccc([N+](=O)[O-])cc2)CC1	2	17	0.98	-19	-5	1.2	2	5	14

Next section, overlapping the part above by 3 compounds.
SMILES	Apaf1 inhib	tim10-1 inh	mIAP activ	hIAP inh	ATG4B inh	hIAP activ	mIAP block	TIM10 inh	NALP3 yeast inh
Cn1cc(C(F)(F)F)nc1-c1ccc(OCC(O)CNCCOc2ccc(O)c(C(N)=O)c2)cc1 (centres undefined)	4	1	0.91	9	-12	0.91	9	3	6
CO/N=C/NC(=O)c1c(OC)ccnc1Oc1cccc(C(F)(F)F)c1	-5	16	0.96	3	1	0.97	4	7	5
CN1CCN(NC(=O)Nc2ccc([N+](=O)[O-])cc2)CC1	2	17	0.98	-19	-5	1.2	2	5	14
CCn1cc(C(=O)N2CCCC(N3CCN(c4cccc(C(F)(F)F)c4)CC3)C2)cn1 (centres undefined)	4	1	0.95	3	-7	0.97	5	14	14
COc1ccc(Nc2ccc(OC)cc2)cc1	80*	25	0.94	-4	3	1	6	21	37
Cn1c(NC(=O)c2cccnc2)nc2ccccc21	-1	-3	0.97	-13	-1	1.1	3	1	20
CCCc1nnc(NC(=O)CCC(=O)N2CCCCCC2)s1	-8	8	0.95	-4	-13	1	5	12	9
O=c1cc(Cc2ccccc2)[nH]c(=S)[nH]1	-9	14	0.97	-6	-7	1.1	3	3	-2
CCOC(=O)/C(C#N)=C\c1ccc(OC)c(OC)c1	-5	-11	1.1	4	-8	0.96	-6	-8	10
COc1ccc(C)cc1NC(=O)CN1C(=O)c2cccc3cccc1c23	13	19	0.92	9	-11	0.91	8	8	15
Cc1ccc2c(c1)c(=O)c1c3n2CCN(C(=O)CCl)C3CC1 (centres undefined)	64*	7	1	-7	-1	1.1	-1	-13	7
CCc1c(C)c(C#N)c2nc3ccccc3n2c1Nc1c(C)n(C)n(-c2ccccc2)c1=O	14	12	0.88	0	4	1	12	23	4
Cc1ccc2cc(CN(CCN3CCCC3)C(=O)Nc3ccccc3)c(=O)[nH]c2c1C	3	-15	0.99	15	-6	0.85	1	4	11
Cc1cc(C(F)(F)F)nn1Cc1n[nH]c(=S)n1-c1ccc(Cl)cc1	-4	19	0.99	0	-2	1	1	5	9
CCOc1nc(NCCc2ccc(OC)c(OC)c2)nc(N2CCN(c3ccc(OC)cc3)CC2)n1	12	12	0.96	2	-7	0.98	4	-11	12
Cc1cccc2cc(CN(Cc3ccco3)C(=O)c3ccco3)c(=O)[nH]c12	7	6	0.94	8	-2	0.93	6	10	10
Cc1ccc(-n2c(CSc3nc(C)cc(C)n3)nnc2SCC(=O)Nc2nccs2)cc1	-9	-9	1	4	4	0.96	-1	-4	7
O=C(O)c1ccc2c(c1)C(c1ccccc1)OC2=O (centres undefined)	3	7	1	-5	-7	1	-1	-7	-9
CCC(=O)Nc1ccc(C(=O)N2CCN(C(=O)c3ccco3)CC2)cc1	-14	6	1	-1	-1	1	-3	4	3
COc1ccc(N2C(=O)CC(Sc3nnc(-c4ccccc4)o3)C2=O)cc1 (centres undefined)	-9	53*	0.98	-3	-8	1	2	39	18
COc1ccc(NC(=O)CN2C(=O)C(=O)N(C3CCCC3)C2=O)c(OC)c1	4	-5	1.1	-6	-13	1.1	-10	-1	13
O=C(Cn1c(=O)[nH]c2ccccc2c1=O)N1CCN(c2cccc(Cl)c2)CC1	-31	16	0.95	3	3	0.97	5	8	6
CC1CN(S(=O)(=O)c2ccc(-c3nc4ccccc4s3)cc2)CC(C)O1 (centres undefined)	-25	15	1	26	-11	0.74	-2	17	2
O=C(c1cc([N+](=O)[O-])cc([N+](=O)[O-])c1)N1CCOCC1	5	12	1	-13	-9	1.1	-4	3	6
CC12CCC(=O)N1C(C(=O)NNC(=O)c1ccccc1Cl)CS2 (centres undefined)	-7	1	0.99	0	-1	1	1	3	-1
CS(=O)(=O)N(CC(=O)N1CCCC1)c1ccc(Cl)c(Cl)c1	-5	-2	1.1	-10	1	1.1	-12	-4	6
O=C(O)c1cccc(CN2C(=O)SC(Nc3cccc4ccccc34)C2=O)c1 (centres undefined)	-8	3	0.86	10	0	0.9	14	10	7
Cc1ccc(/C=C/C(=O)NCCc2c[nH]c3ccccc23)o1	-19	-32	0.94	13	1	0.87	6	14	-10
CCC(C)(O)c1[nH]c2ccc(C(=O)OC)cc2c1C (centres undefined)	-5	13	1	-6	1	1.1	-2	15	3
Cc1ccc(C)c(-n2c(SCC(N)=O)nnc2-c2ccccn2)c1	1	12	0.99	-17	-1	1.2	1	19	2
C/C(=N\O)c1ccc2c(c1)OCCO2	-4	18	0.88	-2	-4	1	12	4	13
CC(=O)N1CCN(CC(=O)Nc2ccc3c(c2)CCC3)CC1	-4	-4	1	4	-3	0.96	-4	0	6
Cc1nn(-c2ccccc2)c(=S)n1-c1ccccc1	12	-11	0.98	-2	-1	1	2	-9	9
O=c1cc(CO)oc(C(Nc2ccccn2)c2ccc(C(F)(F)F)cc2)c1O (centres undefined)	0	11	1	-6	1	1.1	-3	7	0
COC(=O)Cc1ccc2sc(-c3ccccc3)nc2c1	5	26	0.95	4	2	0.95	5	26	9
COc1cc(/C=N/NC(=O)c2cccs2)ccc1O	-16	9	0.95	14	4	0.86	5	23	-18
COc1ccc(C2=NN(C(=O)c3ccccc3C(=O)O)C(c3ccccc3O)C2)cc1 (centres undefined)	4	9	0.99	1	3	0.99	1	-7	12
O=c1c2ccccc2nc(SCc2ccc(F)cc2Cl)n1CCCN1CCOCC1	9	-18	0.97	-17	-2	1.2	3	3	12
Cc1cc(C)c2c(CN3CCN(Cc4ccc5c(c4)OCO5)CC3)cc(=O)oc2c1C	22	23	0.89	-3	-6	1	11	25	22
CCNc1nc(NCC)n2c(SCC(=O)Nc3cc(OC)ccc3OC)nnc2n1	10	-1	0.98	-10	-3	1.1	2	7	3
CCCCCC(=O)NC(CC(=O)OC)c1ccc2c(c1)OCO2 (centres undefined)	-11	11	1	3	-15	0.97	0	7	9
Cc1nn(CC(=O)O)c(C)c1[N+](=O)[O-]	-3	-14	1.1	-13	-6	1.1	-12	4	-11
Cc1nc2ccccn2c1/C(O)=C1\C(=O)C(=O)N(CCN2CCOCC2)C1c1cccnc1 (centres undefined)	-4	-1	0.95	-8	14	1.1	5	3	12
CN(CC(=O)Nc1ccc(F)cc1)C(=O)COC(=O)CSc1ccc(F)cc1	4	5	1	-2	2	1	-4	1	11
Cc1cc(C)nc(N2CCN(c3nnnn3-c3ccccc3)CC2)n1	19	16	0.93	12	-9	0.88	7	19	8
COc1ccc(C2=NN(C(=O)CSc3ncccn3)C(c3ccc(C)cc3)C2)cc1 (centres undefined)	19	36	1	13	-7	0.87	0	13	4
O=S(=O)(c1ccc(Cl)cc1)N1CCN=C1SCc1cccnc1	1	19	0.96	7	-12	0.93	4	20	13
O=C(NCc1ccco1)C1CCC(N2C(=O)c3ccccc3C2=O)CC1 (centres undefined)	-2	0	1	2	4	0.98	0	1	7
